# Source: PubChem
# RGS12 GoLoco inh = inhibitors of human Gai1-RGS12 GoLoco interaction (red fluorophore) | P63096 | Gai1:RGS12 GoLoco peptide FP, rhodamine, 10 min | Potency, µM (highest dose often 61.6 µM), for inactives: at the highest dose activity, negative = inhibition, usual class: inhibitors | 230,000 tested, 0.44% active | AID 880; active = well fitted inhibition curve with a large enough effect, not every such curve was filed as active; inactive = no such curve, though single readings can be large or run the other way; also: % is scaled to controls: 0 for no effect and ±100 for the full control effect; nearly all actives have a fitted effect of over 30% in size; many of its hits are not listed in these tables
# Target sequence (P63096 whole entry, looked up): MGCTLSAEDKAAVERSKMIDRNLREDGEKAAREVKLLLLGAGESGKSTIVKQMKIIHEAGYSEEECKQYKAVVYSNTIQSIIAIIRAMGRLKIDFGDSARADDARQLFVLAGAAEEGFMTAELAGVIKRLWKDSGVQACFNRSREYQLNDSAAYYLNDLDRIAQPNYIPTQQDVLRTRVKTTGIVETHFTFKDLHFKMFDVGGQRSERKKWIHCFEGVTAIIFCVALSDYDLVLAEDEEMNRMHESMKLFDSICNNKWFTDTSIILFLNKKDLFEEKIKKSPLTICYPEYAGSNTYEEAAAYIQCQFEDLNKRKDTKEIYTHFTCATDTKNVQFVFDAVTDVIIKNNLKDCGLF
# GAA spleen mod = inhibitors or activators of human alpha-glucosidase in spleen homogenate | P10253 | human spleen homogenate, 4-MU-alpha-glucoside fluorescence | Potency, µM (highest dose often 79.9 µM), for the others: top-dose activity change, negative = inhibition, actives largely listed as inhibitors | 240,000 tested, 0.006% active;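 also: 0% = enzyme with vehicle and -100% = no enzyme basal signal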
#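 Human spleen homogenate (1 ug) incubated with compounds and 1 mM 4-methylumbelliferyl-alpha-D-glucopyranoside in pH 5.0 citrate/phosphate buffer, 37 C, 40 min. Stopped at pH 10; 4-MU fluorescence (Ex 365/Em 440 nm); AC50 by Hill fit.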
# GLA spleen mod = inhibits or activates alpha-galactosidase in human spleen homogenate | 240,000 tested, 0.008% active | human spleen homogenate, 4MU-alpha-Gal fluorescence, 40 min | Potency, µM (highest dose often 80 µM), for inactives: top-dose activity change, negative = inhibition, hits mostly inhibitors | P06280;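 also: 0% = enzyme with vehicle and -100% = no enzyme basal signal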
# Target sequence (P06280 32-429 limits assumed): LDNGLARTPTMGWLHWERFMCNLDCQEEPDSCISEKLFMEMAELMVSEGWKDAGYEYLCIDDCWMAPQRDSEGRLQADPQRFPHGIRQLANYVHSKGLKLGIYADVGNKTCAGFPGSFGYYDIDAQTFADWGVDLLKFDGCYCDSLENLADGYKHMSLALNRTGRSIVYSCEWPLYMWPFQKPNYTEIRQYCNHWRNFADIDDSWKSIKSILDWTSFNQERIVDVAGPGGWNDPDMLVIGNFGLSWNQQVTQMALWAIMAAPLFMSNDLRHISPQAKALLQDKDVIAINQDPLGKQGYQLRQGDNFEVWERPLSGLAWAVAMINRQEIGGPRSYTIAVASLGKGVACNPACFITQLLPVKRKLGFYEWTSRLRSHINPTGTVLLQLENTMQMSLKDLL
#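 qHTS titration in buffer at pH 5.0. Alpha-galactosidase activity in spleen homogenate was measured via 4-methylumbelliferone release from 1 mM fluorogenic substrate after 40 min at 37C and a pH 10 stop. AC50 came from Hill fits of control-normalized data.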
# GAA glycogen = GAA glycogen-cleavage inhibition or activation | 300,000 tested, 0.38% active | recombinant GAA, glycogen substrate, Amplex Red glucose oxidase fluorescence | P10253 | Potency, µM (doses to about 76.4 µM), for the others: top-dose activity change, negative = inhibition, hits mostly inhibitors;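 also: 0% = full enzyme reaction and -100% = no-enzyme basal signal; the screen sought inhibitors and activators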
#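 qHTS, 1536-well; enzyme 4 nM final; cpd up to 77 uM; substrate bovine liver glycogen 30 ug; 50 mM citrate/phosphate pH 5.0, 0.01% Tween-20; 37 C, 40 min; Amplex Red detection 45 min RT; Hill fit → AC50.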
# GAA inh = alpha-glucosidase (human) inhibition; P10253; purified human GAA, 4-MU-alpha-glucoside fluorescence; Potency, µM (doses to about 76.9 µM), for inactives: at the top dose activity change, negative = inhibition, usual class: inhibitors; 200,000 tested, 0.005% active;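 also: plate controls were uninhibited enzyme wells for no effect and no-enzyme background for full effect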
#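 Human enzyme at 4 nM with 400 uM 4-methylumbelliferyl-alpha-D-pyranoside, citrate/phosphate buffer pH 5.0, 0.005% Tween-20, 20 min at room temperature. Compounds up to 77 uM. 4-MU fluorescence (Ex 365/Em 440) read after NaOH/glycine stop; AC50 from Hill fit.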
# ALDH1A1 block = blocks purified human ALDH1A1 activity; Purified ALDH1A1, NADH fluorescence, propionaldehyde substrate; AID 1030; 220,000 tested, 7.3% active; P00352; Potency, µM (titrated, usually from 75.3 µM), for the others: top-dose activity, negative = inhibition, usual class: inhibitors; active = well fitted inhibition curve with a large enough effect, not every such curve was filed as active; inconclusive = small, poorly fitted or top-dose-only effect, or another doubt; inactive = no such curve, though single readings can be large or run the other way;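 also: plate controls were no enzyme wells and a reference inhibitor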
# SMN2 splice up = increases expression of the SMN2 splice variant; HEK293 SMN2-luciferase splicing reporter, luminescence, 30-36 h; Potency, µM (top dose mostly 46.1 µM), inactives show at the highest dose activity change, positive = activation, actives largely listed as activators; 210,000 tested, 2.8% active; AID 1458; also: % of control where 0% means no effect; nearly all actives have a fitted effect of over 55% in size
#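 qHTS luciferase splicing reporter: luminescence rises when SMN2 exon 7 is included in transfected HEK293 cells. Compound exposure lasted 30-36 h at 37C, with 4.5 mM final sodium butyrate as control, followed by a ONE-Glo read.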
# KDM4E inh = inhibitors of human JMJD2E histone demethylase | 230,000 tested, 1.6% active | AID 2147 | JMJD2E catalytic domain, FDH-coupled NADH fluorescence (FDH is formaldehyde dehydrogenase) | Potency, µM (doses to about 57.1 µM), without a hit: at the top dose activity change, negative = inhibition, most hits filed as inhibitors | B2RXH2; active = well fitted inhibition curve with a large enough effect, not every such curve was filed as active; inconclusive = small, poorly fitted or top-dose-only effect, or another doubt; inactive = no such curve, though single readings can be large or run the other way;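 also: 0% = wells with enzyme and -100% = buffer wells without enzyme; nearly all actives have a fitted effect of over 50% in size; many of its hits are not listed in these tables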
# Target sequence (B2RXH2 1-337 limits assumed): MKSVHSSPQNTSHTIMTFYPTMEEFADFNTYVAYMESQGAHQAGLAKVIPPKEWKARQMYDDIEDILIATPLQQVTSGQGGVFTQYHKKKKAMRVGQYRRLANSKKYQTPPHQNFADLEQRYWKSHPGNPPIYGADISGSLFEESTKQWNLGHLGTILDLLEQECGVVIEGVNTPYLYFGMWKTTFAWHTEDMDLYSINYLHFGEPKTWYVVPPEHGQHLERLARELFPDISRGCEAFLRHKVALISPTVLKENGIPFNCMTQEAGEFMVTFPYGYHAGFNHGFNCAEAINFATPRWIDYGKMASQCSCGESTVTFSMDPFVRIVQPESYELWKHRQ
# * = called active by the depositor; ? = inconclusive; · = no result given; & = joins results of further samples; [ ] = another dose, or the depositor's remark. Unless noted, calls follow the shape of the dose curve; as a rule, active = well fitted curve in the direction sought with a large enough effect; inconclusive = small, poorly fitted or top-dose-only effect, or another doubt; inactive = no such curve, though single readings can be large; an effect the other way counts as inactive or inconclusive. Potency is read from the fitted curve at half-maximal effect.
SMILES,RGS12 GoLoco inh,GAA spleen mod,GLA spleen mod,GAA glycogen,GAA inh,ALDH1A1 block,SMN2 splice up,KDM4E inh
O=C(COC(=O)/C=C/c1cccs1)NC(c1ccccc1)c1ccccc1,4%,1%,1%,11%,-4%,10%,3%,8%
COc1cc(NC(=O)c2ccno2)cc(C(=O)Nc2cccc(C(F)(F)F)c2)c1,6%,-7%,3%,-9%,·,·,·,-9%
O=[N+]([O-])c1cccc(/C=N\N2CCN(Cc3ccccc3Cl)CC2)c1,-2%,-5%,10%,-7%,3%,?,-29%,-24%
Nn1c(Nc2ccccc2)nc2ccccc2c1=O,3%,-4%,20%,7%,1%,-13%,-24%,-5%
CN(C)/C=C/C(=O)c1cnc(-c2cccc(Cl)c2)s1,4%,-8%,-4%,-6%,3%,?,14µM*,2%
Nn1c(SCc2cccc(F)c2)nnc1-c1cccnc1,3%,-5%,2%,8%,·,·,·,2%
Clc1ccc(OCc2nc(-c3ccncc3)no2)c(Br)c1,-1%,0%,-1%,6%,1%,-5%,3.2µM*,0%
CCCC(=O)N1CC(=O)Nc2ccc(F)cc2C1c1ccccc1 (stereo unspecified),0%,3%,4%,·,-1%,6%,-21%,8%
COc1ccnc(Oc2ccccc2)c1C(N)=O,-9%,-3%,4%,-2%,·,2%,·,2%
CC(=O)NC(CC(=O)c1ccc([N+](=O)[O-])cc1)C(Cl)(Cl)Cl (stereo unspecified),-2%,0%,6%,-7%,-4%,8%,13%,-4%
CN(CCc1ccccn1)C(=O)CC1C(=O)NCCN1Cc1ccccc1C(F)(F)F (stereo unspecified),-15%,7%,3%,-8%,3%,?,·,?
COc1cc(CN2CC(=O)N(c3ccc(C)c(C)c3)C2=S)cc(OC)c1OC,4%,-9%,-2%,6%,-1%,-14%,-18%,-2%
CNc1ccc(NC(C)=O)cc1[N+](=O)[O-],·,-7%,-5%,7%,-3%,13%,·,0%
CC1=NOC(=O)/C1=C/c1ccc(-c2ccc(Cl)cc2)o1,-7%,-2%,-5%,1%,-13%,4µM*,-16%,?
CCCCCCCCn1cc(C(C)=O)c(=O)[nH]c1=O,3%,0%,8%,4%,0%,-4%,-11%,0%
COCC(=O)NCc1ccc2c(c1)OCO2,·,6%,1%,11%,4%,0%,·,-3%
COC(=O)c1cc(OC)c(OC)cc1NC(=O)c1c(-c2ccccc2Cl)noc1C,5%,5%,5%,-4%,-9%,28µM*,-4%,?
CCC(=O)Nc1ccc(N2CCN(S(C)(=O)=O)CC2)cc1,-10%,-1%,-6%,15%,5%,8%,3%,3%
O=C(c1cc2ccccc2o1)N1CCN(c2ccccc2Cl)CC1,-24%,8%,?,-12%,?,?,1%,8%
CCN(CC)S(=O)(=O)c1ccc2c(c1)nc(SCC(N)=O)n2-c1ccc(OC)cc1,80%[activator],4%,-11%,-1%,-7%,?,-2%,3%
C=C(C)CSc1nnc(CCCCCNC(=O)OC(C)(C)C)o1,8%,0%,-6%,-4%,·,·,·,-7%
COc1ccc(NC(=O)CSc2cc(C)ccc2C)cn1,2%,-4%,1%,3%,0%,?,0%,-1%
O=C(C1=C(O)C(=O)N(c2ncccn2)C1c1ccc(Cl)cc1)c1ccco1 (stereo unspecified),24%,-13%,7%,-12%,-1%,?,-3%,5%
COc1cccc(NC(=S)NNC(=O)Cn2nc([N+](=O)[O-])cc2C)c1,22%,1%,5%,?,9%,8%,0%,2%
CC(=O)NNC(=O)c1cc2c3ccccc3n(C)c2s1,4%,-2%,0%,14%,1%,?,·,?
O=C(COc1ccccc1)N(Cc1ccccc1)c1nc(-c2ccccc2)cs1,5%,11%,6%,2%,-4%,11%,-14%,7%
CC1(C)[C@@H]2CC[C@@]1(C)C(=O)C2,-6%&14%&-10%,6%&-7%&5%,9%&11%&2%,·,·,?,-7%,11%
CCCNc1ncnc2sc(C)c(C)c12,1%,-3%,11%,4%,4%,0%,-60%[inhibitor],3%
O=C(NCCOc1ccccc1)c1ccccc1NC(=O)C1CCCO1 (stereo unspecified),-3%,·,7%,7%,-9%,-9%,11µM*,-22%
CCOC(=O)c1c(NC(=S)Nc2ccccc2)sc2c1CCN(C)C2,19%,-11%,11%,-17%,7%,?,21%,?
CCC/C(O)=C1\C(=O)CCCC1=NCCc1c(C)[nH]c2ccc(OC)cc12,2%,0%,4%,?,-1%,?,-25%,-4%
CCOC(=O)c1c(C)[nH]c(C(=O)OCC(=O)N2CC(C)OC(C)C2)c1C (stereo unspecified),5%,-2%,0%,1%,?,-1%,18%,3%
O=C(COc1ccc2ccccc2c1CN1CCOCC1)N1CCc2ccccc21,-8%,2%,8%,-15%,-5%,15%,-14%,2%
O=C1C=C(Nc2ccc(Cl)cc2Cl)CC(c2ccco2)C1 (stereo unspecified),1%,-3%,-7%,1%,2%,5%,·,0%
CCOc1ccc(CN2C(=O)CC(=O)N(S(=O)(=O)c3ccc(OCC)cc3)C2=O)cc1,11%,6%,1%,-2%,·,·,·,4%
O=C(O)c1sccc1SCc1ccc(Cl)c(Cl)c1,-9%,-11%,8%,0%,-4%,7%,0%,0%

# As a working copy, 3 of the compounds above.
SMILES,RGS12 GoLoco inh,GAA spleen mod,GLA spleen mod,GAA glycogen,GAA inh,ALDH1A1 block,SMN2 splice up,KDM4E inh
CC(=O)NNC(=O)c1cc2c3ccccc3n(C)c2s1,4%,-2%,0%,14%,1%,?,·,?
O=C(COc1ccccc1)N(Cc1ccccc1)c1nc(-c2ccccc2)cs1,5%,11%,6%,2%,-4%,11%,-14%,7%
CC1(C)[C@@H]2CC[C@@]1(C)C(=O)C2,-6%&14%&-10%,6%&-7%&5%,9%&11%&2%,·,·,?,-7%,11%

# Next part:
SMILES,RGS12 GoLoco inh,GAA spleen mod,GLA spleen mod,GAA glycogen,GAA inh,ALDH1A1 block,SMN2 splice up,KDM4E inh
CCOC(=O)CSc1nnc(NC(=O)c2cccc(S(=O)(=O)N3CCCC3)c2)s1,2%,0%,1%,3%,-5%,?,?,?
Cc1ccc(C)c(NC(=S)NCCc2c[nH]c3ccccc23)c1,2%,-4%,-10%,-12%,-4%,-4%,·,2%
Cc1ccc(-c2nc3ccccc3o2)cc1NC(=S)NC(=O)/C=C/c1ccco1,64%[activator],-5%,3%,10%,-2%,-16%,-12%,-3%
Cc1cc(C)nc(N2CCN(C(=O)CCC(=O)Nc3nnc(CC(C)C)s3)CC2)n1,7%,-2%,2%,1%,·,·,·,?
Cc1ccc2nc(N3CCN(S(=O)(=O)c4ccc(C)c(Cl)c4)CC3)c(C#N)cc2c1,-3%,2%,6%,4%,-6%,?,-37%[inhibitor],?
S=c1[nH]ncn1-c1ccccn1,6%,-7%,1%,-15%,-5%,?,14%,-5%
COc1cc([N+](=O)[O-])cc(/C=N/N(CCC#N)C(C)=O)c1O,12%,0%,-2%,4%,6%,10µM*,-3%,-12%
O=C(CNC(=O)c1ccccc1)OCc1cccc(Br)c1,-3%,-2%,?,16%,-2%,1%,1%,-18%
O=C(NNc1ccccn1)c1ccc(Cl)nc1,-5%,-19%,-14%,?,-6%,-11%,?,-2%
O=C(CCSc1ccccc1)Nc1ccccc1Br,1%,6%,1%,20%,0%,-3%,-3%,6%
Cc1ccc(OCC(=O)N(C)Cc2ccccc2)c([N+](=O)[O-])n1,·,-12%,-2%,17%,-1%,?,·,0%
COc1ccc(Cl)c(Cn2c(NCCCN(C)C)nc3c2c(=O)n(C)c(=O)n3C)c1,5%,1%,1%,5%,-5%,6%,29%,1%
COc1ccc(C2CCCN2C(=S)Nc2cccc(C)c2C)cc1OC (stereo unspecified),8%,-14%,-5%,1%,6%,4%,·,7%
Cn1c(SCc2nc3ccccc3s2)nnc1-c1ccc2c(c1)OCO2,6%,-1%,3%,3%,-6%,3%,13%,5%
O=C(CN(c1ccc(Cl)cc1)S(=O)(=O)c1ccc(Cl)c([N+](=O)[O-])c1)NCCc1ccc(F)cc1,2%,1%,4%,5%,-2%,11%,6%,4%
CSc1ccc(S(=O)(=O)NCCSc2ccccn2)cc1,8%,-11%,-8%,-2%,11%,-7%,17%,-18%
COC(=O)c1cc(NC(=O)c2ccccc2)c(=O)oc1C,4%,5%,3%,-7%,-4%,?,10%,1%
NC1=NC(=O)C(Cc2ccccc2)S1 (stereo unspecified),18%,3%,-2%,9%,?,-1%,3%,9%
Cn1c(=O)[nH]c(=O)c2c1nc(CN1CCOCC1)n2CCCO,-15%,-10%,-4%,12%,-4%,13%,9%,0%
CCOC(=O)Cn1c(N)c(C(=O)OC)sc1=S,3%,-1%,-8%,2%,2%,-3%,-2%,-4%
Cc1ccc2nc(-c3ccc(Br)o3)oc(=O)c2c1,8%,3%,6%,5%,0%,?,27%,?
CCN(CC)S(=O)(=O)c1ccc(OC)c(NC(=S)Nc2cc(C)ccc2C)c1,4%,-15%,-2%,-14%,1%,?,-1%,-4%
Cc1ccc(Oc2ncccc2C(=O)NC2CCSC2=O)cc1 (stereo unspecified),13%,5%,0%,-5%,14%,-3%,11%,-1%
Cn1c(=NC(=O)C2CCCCC2)sc2cc([N+](=O)[O-])ccc21,7%,-5%,6%,-6%,-7%,-6%,·,11%
O=C(Nc1nnc(-c2ccco2)o1)C1CC1,4%,7%,7%,-2%,1%,2%,14%,-6%
COCCCNc1ncnc2nc[nH]c12,1%,-6%,-2%,-17%,-1%,13%,-17%,9%
C=CCOc1ccc(CNc2ccc(NC(=O)CC(C)C)cc2)cc1OC,0%,10%,5%,-13%,-4%,-10%,-12%,-2%
CC1=NN(C(N)=S)C(=O)C1N=Nc1ccccc1C (stereo unspecified),20%,-1%,0%,-8%,?,5µM*,?,6%
O=C(COC(=O)/C=C/c1ccc([N+](=O)[O-])cc1)NCc1ccccc1,10%,8%,9%,1%,1%,2%,-4%,1%
NC(N)=NS(=O)(=O)c1ccc(NC(=S)NC(=O)/C=C/c2cccs2)cc1,8%,2%,9%,5%,-2%,-1%,27%,3%
O=C(c1ccc(F)cc1)N1CCCCC(Sc2nnnn2-c2ccccc2)C1=O (stereo unspecified),-3%,-1%,-1%,-13%,-4%,4.5µM*,3%,1%

# An excerpt. The share of hits here may be higher or lower than overall.
